# Screening results from PubChem BioAssay.
# D1 antag: antagonists of human D1 dopamine receptor; P21728; HEK293 TREx D1 cells, calcium flux, dopamine EC80; active compounds read low; activity change, negative = inhibition, % at 10 µM; 360,000 compounds, 3.2% hits; in the data active = activity change below about -30%; also: % is scaled to controls: 0 for no effect and ±100 for the full control effect
#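 Using tetracycline-induced force-coupled D1 Hek293 cells and a calcium dye, signals were followed for 180 s after compound, then for 180 s after EC80 dopamine, to detect inhibitors.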
# D1 PAM: potentiators of human D1 dopamine receptor | potentiation, % at 10 µM | 360,000 compounds, 0.036% hits | HEK293 TREx D1 cells, calcium flux, dopamine EC20 potentiation | P21728; in the data active = potentiation above about 30%; also: 0% is about no effect
# TRHR agonist: TRH receptor (human) agonism; 360,000 compounds, 0.18% hits; activation, % at 2 µM; AID 493084; TRHR cells, calcium flux fluo-8, FDSS agonist mode; also: 0% is about no effect
# Target sequence (P34981 whole entry, looked up): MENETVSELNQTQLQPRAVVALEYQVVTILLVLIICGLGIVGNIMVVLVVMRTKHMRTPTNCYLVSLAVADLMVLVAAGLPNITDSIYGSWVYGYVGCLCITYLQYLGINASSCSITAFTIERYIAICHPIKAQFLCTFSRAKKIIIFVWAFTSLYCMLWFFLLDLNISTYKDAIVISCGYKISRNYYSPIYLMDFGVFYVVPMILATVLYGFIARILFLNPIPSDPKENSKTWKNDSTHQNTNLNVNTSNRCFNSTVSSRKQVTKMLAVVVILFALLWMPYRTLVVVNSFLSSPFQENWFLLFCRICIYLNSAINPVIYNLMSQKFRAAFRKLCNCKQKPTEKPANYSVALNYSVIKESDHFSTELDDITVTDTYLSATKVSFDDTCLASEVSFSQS
#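 In this calcium-flux screen, cells bearing human TRHR are dye-loaded with fluo-8, baselined for 10 cycles, then exposed to library compounds; positive kinetic calcium responses during the agonist phase mark hits, with TRH as control.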
# D2 antag: D2 dopamine receptor (human) antagonism; AID 485344; inhibition, % at 10 µM; HEK293 TREx D2 cells, calcium flux, dopamine EC80; 340,000 compounds, 2% hits; P14416; in the data active = inhibition above about 30%; also: 0% is about no effect
# Target sequence (P14416 whole entry, looked up): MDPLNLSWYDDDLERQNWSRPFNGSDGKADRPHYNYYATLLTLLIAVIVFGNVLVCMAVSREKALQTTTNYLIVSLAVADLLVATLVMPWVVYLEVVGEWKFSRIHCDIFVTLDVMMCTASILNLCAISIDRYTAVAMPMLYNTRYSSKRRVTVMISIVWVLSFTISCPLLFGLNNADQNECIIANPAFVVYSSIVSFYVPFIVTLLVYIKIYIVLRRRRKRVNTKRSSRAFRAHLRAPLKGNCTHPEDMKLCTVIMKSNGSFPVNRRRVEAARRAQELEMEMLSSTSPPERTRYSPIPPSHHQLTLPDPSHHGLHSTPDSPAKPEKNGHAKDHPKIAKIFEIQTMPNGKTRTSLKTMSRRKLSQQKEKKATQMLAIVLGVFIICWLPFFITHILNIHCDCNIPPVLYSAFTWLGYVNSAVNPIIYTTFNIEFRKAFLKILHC
#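 Compounds are added to dye-loaded, induced HEK293 T-REx cells coupled to calcium release via D2; after a 3 min kinetic read an EC80 dopamine stimulus is given and fluorescence is recorded for 3 more min.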
# D2 PAM: positive allosteric modulators of human D2 dopamine receptor; P14416; HEK293 T-REx D2, calcium flux, EC20 dopamine potentiation; potentiation, % at 10 µM; 340,000 compounds, 0.34% hits;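 active = potentiation over 3 SD above the plate norm, cut at about 30% in these data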; also: 0% is about no effect
#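 Cells plated with tetracycline inducer and held overnight at 30 C; calcium dye loaded 30–90 min at room temperature; baseline taken, compound added and read 180 s; EC20 dopamine then added and read 180 s.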
# D1 agonist: activates the human D1 dopamine receptor | 360,000 compounds, 1% hits | P21728 | HEK293 T-REx D1 cells, calcium flux, agonist mode | activation, % at 2 µM | AID 504660; also: 0% is about no effect
#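 Tetracycline-induced HEK293 TREx D1 cells, force-coupled to calcium signalling, were dye-loaded with a no-wash calcium kit. Compound was pin-added after a 10 s baseline. Fluorescence was read kinetically at 1 cycle/s for 180 s, with calcium rises flagged as agonism.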
# D2 ag: D2 dopamine receptor (human) agonism; P14416; activation, % at 2 µM; 340,000 compounds, 0.53% hits; HEK293 T-REx D2 cells, calcium flux agonist mode; AID 485358;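 active = activation over 3 SD above normal in the single-dose calcium agonist read, cut at about 30% in these data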; also: 0% is about no effect
#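 HEK293 Trex D2 cells, tetracycline-induced, o/n 30 C 5% CO2; no-wash Ca dye, RT 30–90 min; 10-cycle baseline, 23 nl cpd added, kinetic Ca read 180 s; agonist hits = positive Ca response.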
# RXFP1 antagonist: blocks the human relaxin receptor RXFP1; Q9HBX9; HEK293-RXFP1, relaxin-stimulated cAMP HTRF, 30 min; active compounds read low; activity change, negative = inhibition, % at 57.5 µM; 350,000 compounds, 0.59% hits; AID 1259400;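 active = activity change of -60% or lower, but not beyond a set lower limit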; also: % is scaled to controls: 0 for no effect and ±100 for the full control effect
# TRHR enhancer: TRH receptor (human) allosteric enhancement | 360,000 compounds, 0.66% hits | AID 493056 | enhancement, % at 2 µM | TRHR cells, fluo-8 calcium fluorescence, EC20 TRH enhancement | P34981; in the data active = enhancement above about 30%; also: 0% is about no effect
#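 Enhancer read-out: after compound pinning and an initial kinetic agonist-mode read, an EC20 of TRH (10 nM final) was injected and fluo-8 calcium signal (Ex 480/Em 530) followed at 1 s/cycle for 100 cycles in TRHR-expressing cells.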
# The depositor's hits bear a star; . = not tested or not shown; & = joins results of further samples; ! = a repeat was not active. Rule as the data show it, unless noted: active = activation above about 30%; inactive = the rest.
SMILES,D1 antag,D1 PAM,TRHR agonist,D2 antag,D2 PAM,D1 agonist,D2 ag,RXFP1 antagonist,TRHR enhancer
CCCCCCCCCOC(=O)C[n+]1csc(CCO)c1C,12.9,-1.6,-0.3,-6.2,16.7,2.5,0.4,-0.7,2.7
COc1ccccc1N=C1SC(C(=O)Nc2ccccc2OC)CC(=O)N1C (configuration not stated),-2.0,-0.1,-0.3,.,12.6,0.7,.,7.2,-2.2
CCOC(=O)C1(Cc2ccccc2)CCN(Cc2cccc(OC)c2O)CC1,1.2,-9.4,-1.3,1.0,-4.9,1.9,0.9,-17.2,-4.5
Cc1nnc(SCC(=O)NCc2ccc3c(c2)OCO3)[nH]c1=O,5.3,-2.5,0.0,7.6,3.6,0.7,0.8,-1.2,3.9
Cn1c(=O)c2c(n(Cc3ccccc3)c1=O)NC(=O)C2CC(=O)NCc1cccc(Cl)c1 (configuration not stated),2.7,3.1,-0.4,.,.,3.7,.,-10.3,-8.6
CCn1c(SCC(=O)N2CCN(c3ccc(F)cc3)CC2)nnc1-c1ccncc1,6.7,-1.6,0.1,-12.5,-3.2,0.4,1.1,1.6,1.5
COc1cccc(OCc2ccc(C(=O)NCC3CCCO3)cc2)c1 (configuration not stated),-10.9,-3.1,-0.8,-2.9,-2.4,4.7,-3.3,-15.3,-6.3
COc1ccc(C(=O)NCC2(c3ccccc3)CCOCC2)cc1,-23.9,1.8,-0.2,2.0,8.5,1.4,0.2,-9.1,-5.4
Cc1ccccc1CN1CCC(n2nccc2NC(=O)CCCc2ccccc2)CC1,4.5,-2.1,0.1,26.2,-10.6,10.7,0.5,-6.0,-2.5
COC(=O)COc1ccc(Oc2nc(NC(C)(C)C)nc(N3CCOCC3)n2)nn1,-20.8,-1.1,-0.1,.,10.6,-2.1,-0.3,.,-1.8
Nc1nonc1-n1nnc(C(=O)N/N=C/c2cccnc2)c1-c1cccs1,4.6,0.3,0.0,1.9,11.6,2.6,-0.5,8.4,3.6
CC(C)c1ccc(C(=O)Nc2cc(-c3ccccc3F)nn2-c2ccccc2)cc1,-2.1,-1.1,0.8,.,-5.2,3.6,0.9,.,5.3
CC1(C)CC(=O)C(/C=N/n2c(C(F)(F)F)nc3ccccc3c2=O)=C(O)C1,-4.9,-2.9,0.1,-7.2,9.8,0.3,0.3,10.2,5.7
O=C(NNS(=O)(=O)c1ccc2ccccc2c1)c1cccnc1,-0.6,-6.3,0.2,.,.,4.1,.,-0.4,1.5
CCCN1CCC(=O)N(CCN=[N+]=[N-])CC1,12.1,-3.7,0.2,.,-3.9,1.7,.,.,2.3
Clc1ccc2nc(-c3ccccc3)nc(C(Cl)Cl)c2c1,18.1,9.0,0.4,-7.2,2.3,2.6,1.6,-17.2,2.4
O=C1CCC/C(=N\NC(=O)c2ccc(COc3cccc4cccnc34)cc2)C1,9.5,3.5,0.9,-7.6,13.8,4.7,-0.8,.,-7.7
Cc1ccc(S(=O)(=O)Nc2cccc(-c3ccc(N4CCCCC4)nn3)c2)s1,-80.5*,-2.4,-0.7,.,-3.5,1.0,-1.5,-23.4,-2.2
Cc1nc(NC(=O)COc2ccccc2)sc1C(=O)Nc1cccc(Cl)c1,-1.8,-5.2,-1.0,-17.3,-0.6,1.9,0.6,-8.6,-5.7
Cn1cc(Cl)c(C(=O)N(Cc2ccccc2)c2ccccn2)n1,7.3,-4.4,0.0,2.7,-2.3,3.7,-0.1,.,5.4
S=C1NC2=C(CCCC2=C2SCCCS2)C(c2ccccc2)N1 (configuration not stated),21.7,5.5,-0.2,-7.5,8.5,0.4,0.0,-29.9,-1.0
Cc1c(O)ccc2c3c(c(=O)oc12)CCC(C)C3 (configuration not stated),1.3,-0.8,0.1,.,.,1.5,.,20.5,-4.0
CCOc1ccc(C2C(C#N)=C(C)NC3=C2C(=O)c2ccccc23)cc1 (configuration not stated),-2.7,-2.4,-0.5,-14.7,4.9,2.8,-2.1,-7.5,6.2
C=Cc1c(C)c2cc3[nH]c(cc4nc(cc5nc(cc1[nH]2)C(C)=C5CCC(=O)O)C(CCC(=O)O)=C4C)c(C)c3C=C,17.7,-7.0,0.1,5.6,3.8,-1.2,0.5,-7.7,-5.9
CC(OC(=O)c1cc(S(=O)(=O)N2CCOCC2)ccc1Br)C(=O)N1CCOCC1 (configuration not stated),-2.6,-5.3,0.4,0.6,0.7,2.0,-0.2,-0.2,-0.9

# Other structures
SMILES,D1 antag,D1 PAM,TRHR agonist,D2 antag,D2 PAM,D1 agonist,D2 ag,RXFP1 antagonist,TRHR enhancer
COCc1cc(C)nc(SCc2ccc(Cl)cc2)c1C#N,-32.0*,-3.1,-0.6,-23.1,2.1,36.2*,1.3,-2.7,2.8
COc1ccccc1OCc1ccc(C(=O)Nc2ccc(Cl)cn2)o1,-35.7*,-4.7,-0.5,-4.5,8.9,2.9,-1.2,-19.4,-7.7
CC(C)C(=O)Nc1nnc(S(=O)(=O)N2CCCCCC2)s1,-31.8*!,-0.9&-1.1,1.4&0.5,-0.5,-0.3&3.3,0.5&5.5,0.8&-0.1,-0.5,7.4&0.1
COc1ccc(-c2nc(CN3CCN(C(=O)c4ccco4)CC3)c(C)o2)cc1OC,4.6,-3.6,-0.2,11.7,3.4,1.7,0.0,1.5,7.0
Cc1ccc2c(c1C)NC(C)CC2C (configuration not stated),-2.1,-3.6,0.2,-0.5,-1.3,0.1,-0.4,10.9,5.6
Cc1cccc(S(=O)(=O)NNC(=O)Cc2cccn2C)c1,-4.8,-0.9,0.5,-9.0,0.0,4.9,0.7,-9.4,5.1
O=C(NC12CC3CC(CC(C3)C1)C2)c1ccc([N+](=O)[O-])cc1,-0.1,-1.1,-0.9,18.6,-1.0,0.7,-0.3,2.4,-1.5
COc1ccc(C(=O)CCC(C)(C)[N+](=O)[O-])cc1OC,2.7,-4.0,-0.5,-1.2,-0.7,1.0,-4.5,-16.5,16.1
COc1ccc(C(=O)C2CCCN(Cc3c[nH]c4ccccc34)C2)c(OC)c1 (configuration not stated),-22.0,-6.6,2.2,21.7,-24.9,22.1,0.8,-8.6,0.7
Oc1ccc(/C=N/NC(=S)Nc2cccnc2)c(O)c1O,1.4,3.2,-0.8,-13.7,22.1,0.9,-0.4,11.1,-0.6
Cc1cccc(C(=O)NC(=S)NNC(=O)c2cccs2)c1,-18.4,-5.2,41.9*,21.7,-10.9,213.2*,29.3,13.6,-9.6
Cc1nc2ccc(S(=O)(=O)Nc3cccc(-c4nc5cccnc5s4)c3)cc2s1,-0.4,-6.3,0.5,9.0,-5.1,2.5,0.6,-36.0,2.9
O=C(N/C(=C/C=C/c1ccccc1)C(=O)N1CCOCC1)c1ccccc1Cl,12.1,3.5,0.1,1.8,10.4,1.7,0.0,0.8,-2.1
CC(C)(C)c1ccc(S(=O)(=O)NCc2ccc(C(=O)N3CCCC3)cc2)cc1,-19.3,-8.2,-0.2,17.6,20.5,5.1,-2.5,11.3,4.2
COc1ccc(OCC(O)Cn2c(Br)nc3c2c(=O)[nH]c(=O)n3C)cc1 (configuration not stated),4.8,-2.1,-0.9,1.7,11.2,4.3,1.2,-7.2,0.5
Cn1c(=O)c2c(nc(NCCCO)n2Cc2cccc(C(F)(F)F)c2)n(C)c1=O,5.5,0.4,-0.4,1.3,6.3,-1.3,0.6,2.3,-2.0
Cc1ccc(-c2cc(C(=O)N(C)CC(=O)Nc3ccccc3Br)c3ccccc3n2)o1,0.2,-0.6,-1.9,7.8,-7.2,2.3,-1.3,-15.3,-8.1
O=C(NCc1cccs1)C1CCN(S(=O)(=O)c2ccc3c(c2)OCCO3)CC1,-7.5,-1.4,-0.5,.,2.1,-1.1,.,12.7,2.8
COc1ccccc1OCCn1c(=O)oc2ccc(C)cc21,-23.4,-1.7,-1.1,-12.4,-10.3,2.3,-0.4,-5.8,5.7
Cc1ccc(S(=O)(=O)Nc2ccc(O)c3cccnc23)cc1,14.2,0.9,-1.4,20.4,31.1*,6.2,-1.5,25.1,3.3
Cc1cccc(C)c1NC(=O)C1=C(O)c2ccccc2N(C)S1(=O)=O,-6.1,6.0,0.1,5.4,-5.8,3.2,1.1,-4.0,-2.4
Cc1ccc(NC(=O)CSc2nc3[nH]ncc3c(=O)[nH]2)cc1Cl,-4.5,-4.7,-0.3,13.8,-11.7,0.2,-0.2,9.5,2.8
C=CCC1c2cccc(C(=O)O)c2C(=O)N1c1ccc(F)cc1 (configuration not stated),-1.5,-2.5,0.5,3.3,3.8,-0.6,1.2,10.0,5.6
CCn1c(NCc2cccs2)nc2ccccc21,5.7,0.8,0.2,-9.2,-3.9,1.8,1.7,3.0,-1.8
COc1ccccc1N(CC(=O)N/N=C(\C)c1ccccc1O)S(=O)(=O)c1ccc(C)cc1,-13.2,-1.5,0.3,-2.1,-29.1,5.5,0.0,-21.1,5.1

# 5 entries drawn at random from those above:
SMILES,D1 antag,D1 PAM,TRHR agonist,D2 antag,D2 PAM,D1 agonist,D2 ag,RXFP1 antagonist,TRHR enhancer
COc1ccc(OCC(O)Cn2c(Br)nc3c2c(=O)[nH]c(=O)n3C)cc1 (configuration not stated),4.8,-2.1,-0.9,1.7,11.2,4.3,1.2,-7.2,0.5
O=C(NCc1cccs1)C1CCN(S(=O)(=O)c2ccc3c(c2)OCCO3)CC1,-7.5,-1.4,-0.5,.,2.1,-1.1,.,12.7,2.8
Cn1c(=O)c2c(nc(NCCCO)n2Cc2cccc(C(F)(F)F)c2)n(C)c1=O,5.5,0.4,-0.4,1.3,6.3,-1.3,0.6,2.3,-2.0
C=CCC1c2cccc(C(=O)O)c2C(=O)N1c1ccc(F)cc1 (configuration not stated),-1.5,-2.5,0.5,3.3,3.8,-0.6,1.2,10.0,5.6
Cc1cccc(C(=O)NC(=S)NNC(=O)c2cccs2)c1,-18.4,-5.2,41.9*,21.7,-10.9,213.2*,29.3,13.6,-9.6

# (listing goes on)
SMILES,D1 antag,D1 PAM,TRHR agonist,D2 antag,D2 PAM,D1 agonist,D2 ag,RXFP1 antagonist,TRHR enhancer
COc1ccccc1NC(=O)Cn1c(=O)n(Cc2nc(-c3ccccc3)no2)c(=O)c2ccccc21,4.9,1.0,0.7,.,3.3,3.9,0.9,-4.4,-1.5
COc1ccc(CNC(=O)Cn2cc3c(n2)CCCCC3)cc1,-2.7,-0.1,-0.5,-7.6,2.8,2.4,-0.8,-9.3,5.5
Cc1nc(COC(=O)c2ccc(CO)cc2)cs1,-7.5,-2.4,-0.1,-4.7,3.7,1.1,-1.1,6.1,3.5
O=S(=O)(NC1CC2CCC1C2)c1ccc2c(c1)OCCO2 (configuration not stated),4.1,0.5,0.3,-10.8,-3.6,2.0,0.7,0.0,-9.1
COc1ccccc1-c1cnn2c(NCCc3ccccc3)cc(C)nc12,-1.3,-3.0,0.6,0.7,1.4,2.6,-0.2,-5.9,-1.7
CC(C)(C)N1C(=O)c2ccc(C(=O)Nc3ccc(-c4nc5ccccc5[nH]4)cc3)cc2C1=O,-13.7,0.2,-0.1,2.7,1.2,3.6,-1.5,-6.4,1.0
CCOC(=O)CNC(=O)CCNS(=O)(=O)c1ccc2c(c1)c(=O)n(C)c(=O)n2C,-2.4,6.1,-0.5,-4.5,-4.9,3.0,0.9,-23.2,13.1
O=C(CN1C(=O)NC2(CCCC2)C1=O)N1CCN(c2ccccc2O)CC1,1.2,3.6,0.3,5.8,-0.6,2.5,-0.3,-10.0,1.2
